Screening data (PubChem)
GCN5L2 inh: GCN5L2 (KAT2A) acetyltransferase inhibition; Q92830; hit rate 0.21% among 390,000; AID 504327; GCN5L2 HAT assay, ThioGlo1 CoA-SH fluorescence; Potency, µM (top dose mostly 58.9 µM), without a hit: top-dose activity change, negative = inhibition, usual class: inhibitors
Target sequence (Q92830 whole entry, looked up): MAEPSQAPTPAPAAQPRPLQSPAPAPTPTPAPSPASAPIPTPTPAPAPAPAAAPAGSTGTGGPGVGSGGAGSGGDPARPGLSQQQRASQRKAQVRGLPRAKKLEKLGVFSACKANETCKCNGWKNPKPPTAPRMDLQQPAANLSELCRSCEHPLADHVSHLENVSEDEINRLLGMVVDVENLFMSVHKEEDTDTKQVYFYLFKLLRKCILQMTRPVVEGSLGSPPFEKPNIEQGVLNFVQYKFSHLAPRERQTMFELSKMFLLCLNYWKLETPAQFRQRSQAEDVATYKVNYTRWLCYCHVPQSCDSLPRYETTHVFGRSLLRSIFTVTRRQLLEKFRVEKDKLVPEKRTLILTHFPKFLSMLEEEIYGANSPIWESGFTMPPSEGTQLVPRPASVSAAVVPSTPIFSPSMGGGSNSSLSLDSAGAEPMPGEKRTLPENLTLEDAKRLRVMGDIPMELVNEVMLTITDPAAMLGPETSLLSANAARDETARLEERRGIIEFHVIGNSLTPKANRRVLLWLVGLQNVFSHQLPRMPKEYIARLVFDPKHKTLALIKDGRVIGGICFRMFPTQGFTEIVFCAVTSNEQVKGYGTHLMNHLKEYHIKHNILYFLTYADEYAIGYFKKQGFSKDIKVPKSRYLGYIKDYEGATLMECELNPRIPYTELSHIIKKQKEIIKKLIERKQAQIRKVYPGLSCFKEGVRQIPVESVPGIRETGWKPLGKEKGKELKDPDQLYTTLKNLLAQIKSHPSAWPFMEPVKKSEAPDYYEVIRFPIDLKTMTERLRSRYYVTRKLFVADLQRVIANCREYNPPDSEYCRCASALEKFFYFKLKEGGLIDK
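Enzyme at 20nM final was mixed with library compounds for 15 min at room temperature. Peptide H3(1-25) at 75uM, acetyl-CoA at 70uM and ThioGlo1 at 50uM were then added. Plates were read immediately and after 20 min (Ex340nm/Em540nm).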
TDP1 cell noCPT: qHTS for Inhibitors of human tyrosyl-DNA phosphodiesterase 1 (TDP1): qHTS in cells in absence of CPT; DT40 Tdp1-/- hTDP1 cells, no CPT, ATP luminescence, 48 h; Potency, µM (highest dose often 46.2 µM), for inactives: at the highest dose activity change, negative = growth inhibition, usual class: inhibitors; hit rate 15% among 420,000; further: nearly all actives have a fitted effect of over 55% in size
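No-CPT arm: Tdp1-/-;hTDP1 DT40 cells (400/well) plus compounds, incubated ≥48 hr at 37 °C. Readout CellTiter-Glo luminescence.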
TDP1 cell CPT: growth inhibition of DT40 Tdp1-/-;hTDP1 cells with camptothecin (screen for TDP1 inhibitors); chicken DT40 Tdp1-/-;hTDP1 cells + 20 nM CPT, ATP luminescence, 48 h; Potency, µM (highest dose often 46.2 µM), for the others: top-dose activity change, negative = growth inhibition, hits mostly inhibitors; hit rate 12% among 420,000; AID 686979; further: nearly all actives have a fitted effect of over 55% in size
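Chicken DT40 Tdp1-/- cells complemented with human TDP1, 400 cells/well, exposed to compounds plus 20 nM camptothecin for at least 48 h at 37 C; viability read as ATP content by CellTiter-Glo luminescence.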
An asterisk follows results filed as active; ? = inconclusive; . = no result given. The call rests on the fitted dose curve; in most records, active means well fitted curve in the direction sought with a large enough effect; inconclusive means small, poorly fitted or top-dose-only effect, or another doubt; inactive means no such curve, though single readings can be large; an effect the other way counts as inactive or inconclusive. On the % scale 0 is the no-effect control and ±100 the full control effect; potency means the concentration at half of the fitted maximal effect.

Molecule | GCN5L2 inh | TDP1 cell noCPT | TDP1 cell CPT
Cc1cccc(NS(=O)(=O)c2ccc(-c3cnc(C4CC4)o3)cc2)c1C | -26.8% | 0.0103µM* | 0.0073µM*
COC(=O)Cn1ncn2c(cc3oc(C)cc32)c1=O | -4.7% | 4.1% | 5.5%
Cc1cc(C)n(-c2ccc(NC(=O)C3CCCCN3C(=O)c3occc3C)cc2)n1 (centres undefined) | ? | -1.3% | ?
CCCNC(=O)CCNC(=O)[C@H](O)C(C)(C)CO | -4.6% | -1.3% | 1.1%
Cc1cc(C)n2cc(CSCc3ccco3)nc2n1 | ? | 6.8% | 3.2%
O=C(O)COc1ccccc1/C=N/NC(=O)CN1CCN(Cc2ccccc2Cl)CC1 | -5.1% | 0.5% | -13.1%
CC(C)(C)c1csc(NC(=O)c2ccc(Br)o2)n1 | -24.8% | -24.8% | -20.1%
Cc1cn2nc(N)c3ccccc3c2n1 | -5.3% | 18.3% | 1.2%
Cc1cc(C(=O)N/N=C/c2cc([N+](=O)[O-])cc(C)c2O)n[nH]1 | ? | ? | ?
CCC(CC)C(=O)Nc1c(C)n(C)n(-c2ccccc2)c1=O | 0.7% | -0.3% | -0.4%
CN(C)Cc1ccccc1-c1cc(-n2ccnc2)ncn1 | 3.6% | -27.8% | -28.6%
Cc1ccc(C(=O)N2CCCc3ccccc32)c(F)c1F | -5.2% | ? | -25.1%
COc1ccccc1C(=O)Nc1ccc(-c2nnc(SCC(=O)O)n2C)cc1 | -11.6% | -13.7% | -6.8%
CNC(=S)NNC(=O)Cc1ccc(OC)c(OC)c1 | 0.5% | -5.5% | -12.7%
Cc1ccc(NC(=O)COC(=O)C2CCC(=O)N2)c(S(=O)(=O)N2CCOCC2)c1 (centres undefined) | -7.8% | -6.2% | -23.4%
COC(=O)[C@@H]1C(c2ccccc2)(c2ccccc2)[C@@]1(C)C(=O)OC | 0.5% | -23.2% | -22.2%

Complete entries as entered above. Order of screens: GCN5L2 inh | TDP1 cell noCPT | TDP1 cell CPT
`Cc1ccc(NC(=O)COC(=O)C2CCC(=O)N2)c(S(=O)(=O)N2CCOCC2)c1` (centres undefined) as listed: -7.8% | -6.2% | -23.4%
`CCC(CC)C(=O)Nc1c(C)n(C)n(-c2ccccc2)c1=O` as listed: 0.7% | -0.3% | -0.4%

Continued.
Molecule | GCN5L2 inh | TDP1 cell noCPT | TDP1 cell CPT
Cc1csc2nc3cc(C(N)=O)ccc3c(=O)n12 | -21.5% | -4.4% | -8.6%
COc1ccc2cc1Oc1ccc(cc1)C[C@H]1c3c(cc(OC)c4c3Oc3c(ccc5c3[C@H](C2)N(C)CC5)O4)CCN1C | 1.4% | 5.17µM* | 5.8µM*
Cc1ccc(NC(=O)CC2SC(=O)N(c3ccccc3)C2=O)cc1 (centres undefined) | -23.2% | 7.31µM* | 9.2µM*
N#CC1(c2ccccc2)CCC(=NNS(=O)(=O)c2ccccc2)CC1 (centres undefined) | -2.1% | -0.3% | -11.8%
O=C(COC(=O)c1ccc(Cl)c(S(=O)(=O)N2CCCC2)c1)NCc1cccs1 | -1.0% | -16.5% | 1.8%
CCC(C)(C)C1CCC(=NNC(=O)c2ccc(Br)o2)CC1 (centres undefined) | -0.9% | -31.9% | -18.5%
CCCCOC(=O)Nc1ccc(C)c(Cl)c1 | -3.4% | ? | ?
CCOC1=C2[C@@H](CN(S(=O)(=O)c3ccc(C)cc3)[C@H]2c2cccc3ccccc23)[C@H]2C(=O)N(C)C(=O)[C@H]2C1 | . | -1.2% | 5.9%
O=C(c1cc(F)ccc1F)C1CCCN(C(=O)CSc2ccccn2)C1 (centres undefined) | -1.0% | ? | -3.1%
CCc1c(C)sc2c1CCN(C(=O)Nc1cc(C)cc(C)c1)C2c1ccccc1 (centres undefined) | -19.7% | 8.2µM* | 3.66µM*
CCn1c(=O)c2cc(C(=O)NCCCN(C)Cc3ccccc3)sc2c2ccccc21 | -6.9% | ? | ?
COc1ccc(C(=O)CSc2nnc(-c3ccc(S(=O)(=O)N4CCOCC4)cc3)o2)cc1 | 3.8% | 1.5% | -19.5%
O=C(C[C@H]1C[C@H](C(=O)N2CCOCC2)[C@@]2(CCC3CCCC3)c3[nH]c4ccc(Cl)cc4c3CCN2C1=O)NCc1ccco1 | -7.7% | 23.1µM* | 20.6µM*
CCc1cccc(C)c1NC(=O)C1CCN(S(=O)(=O)Cc2ccccc2)CC1 | -2.8% | 1.4% | 4.7%
O=C1C(Nc2ccccc2)=C/C(=N/S(=O)(=O)c2cccs2)c2ccccc21 | -4.8% | 4.61µM* | 2.91µM*
COc1ccc2c(c1)-c1nc(NC(=O)c3ccc(OC)c(Br)c3)sc1CC2 | -17.4% | 8.2µM* | ?
CC1=NN(C(=O)c2ccc(Br)cc2)C(O)(c2ccccc2)C1 (centres undefined) | -4.2% | ? | -21.0%
Cc1nc2ccccc2c(=O)n1NC(=O)C1CCC(C(C)(C)C)CC1 (centres undefined) | -8.5% | ? | ?
Cc1cc(NC(=O)/C=C/c2ccco2)ccc1NC(=O)c1ccccc1 | 3.16µM* | -26.5% | -15.2%
COc1ccc(/C=N/NC(=O)c2ccc3c(c2)OCO3)c(C(=O)O)c1OC | -7.8% | -3.3% | -30.2%
O=C(CCSCc1ccc(Cl)cc1)NCCC1=CCCCC1 | 6.3% | ? | -2.0%
Cc1ccc(CNC(=O)C2C3C=CC4(CN(Cc5cccnc5)C(=O)C24)O3)cc1 (centres undefined) | -3.5% | -7.8% | -0.3%
CC(=O)Nc1ccc(NC(=O)C/C(C)=N/NC(=O)C(=O)Nc2ccc(C)c(Cl)c2)cc1 | -8.1% | -0.7% | 3.0%
O=C(Nc1ccc2c(c1)OCCO2)C(C1CC1)n1c(=O)c(-c2cc3ccccc3[nH]2)nc2ccccc21 (centres undefined) | . | ? | ?

An excerpt of these results, with each value named:
Cc1nc2ccccc2c(=O)n1NC(=O)C1CCC(C(C)(C)C)CC1 (centres undefined)
- GCN5L2 inh: -8.5%
- TDP1 cell noCPT: ?
- TDP1 cell CPT: ?
Cc1cc(NC(=O)/C=C/c2ccco2)ccc1NC(=O)c1ccccc1
- GCN5L2 inh: 3.16µM*
- TDP1 cell noCPT: -26.5%
- TDP1 cell CPT: -15.2%

(more compounds)
Molecule | GCN5L2 inh | TDP1 cell noCPT | TDP1 cell CPT
CCOC(=O)c1ccc(NC(=O)CCc2c(C)nc3nc[nH]n3c2=O)cc1 | -0.7% | 2.0% | 13.3%
CC(C)(C)C1CCc2c(C(=O)NNC(=O)CCC(=O)O)csc2C1 (centres undefined) | -5.6% | -6.2% | -1.6%
CC(C)(C)NS(=O)(=O)c1ccc(NC(=O)NC2CCCCC2)cc1 | 0.4% | -24.7% | ?
CNc1oc(-c2cccs2)nc1S(=O)(=O)c1ccccc1 | -0.6% | -18.9% | 4.4%
COc1ccc(N2C(=O)CC(N3CCN(C(=O)c4ccco4)CC3)C2=O)cc1 (centres undefined) | -3.1% | 29.6% | -1.0%
COc1ccc(C(=O)N2CCCC2(C)C(=O)NCC(C)C)cc1C(F)(F)F (centres undefined) | . | -19.4% | -25.7%
CS(=O)(=O)c1ccccc1C(=O)NC1CCCc2ccccc21 (centres undefined) | -1.3% | 4.0% | 6.1%
O=[N+]([O-])c1cc(Cl)ccc1N1CCCC1 | -3.7% | -36.2% | -9.6%
COc1ccc(-c2nc3ccccc3s2)cc1NC(=O)c1ccccc1OC | -4.9% | 20.6µM* | 5.17µM*
CCC(C(=O)O/N=C(\N)c1ccc(Cl)cc1)c1ccccc1 (centres undefined) | -3.9% | -16.2% | -5.8%
O=c1c2ccccc2[nH]c(=S)n1CCCN1CCC(Cc2ccccc2)CC1 | -3.8% | ? | ?
O=C(O)CN1CCN(Cc2cccc(Cl)c2)C1=O | -2.5% | 2.5% | -4.2%
O=C1CN(C(=O)c2ccccc2F)C(c2ccccc2)c2cc(Cl)ccc2N1 (centres undefined) | -3.4% | -28.1% | -23.2%
C/C(=N\NC(=O)c1nnn(-c2nonc2N)c1C(C)C)c1ccncc1 | 2.9% | -15.4% | -3.9%
O=c1c(-c2cccs2)nc2cnc(N3CCOCC3)nc2n1Cc1ccc(F)cc1 | -14.2% | -1.9% | 4.5%
CCOC(=O)c1[nH]c2ccc(F)cc2c1NC(=O)Nc1ccccc1OC | -4.0% | ? | -12.8%
O=C(NCCCN1CCOCC1)c1cc(-c2ccc(Cl)c(Cl)c2)on1 | -2.1% | 16.4µM* | ?
CC(C)Oc1ccc(C(=O)Nc2cc(=O)n(C)c(=O)n2C)cc1 | -1.3% | -16.5% | 18.5%
O=C(Nc1ccc2c(c1)OCO2)c1cc(C2CCCCN2S(=O)(=O)c2ccccc2)on1 (centres undefined) | . | ? | 16.4µM*
CCn1c(=O)c(C(=O)NNC(=O)c2ccccc2)c(O)c2ccccc21 | -5.6% | ? | ?
Cc1cc(SCC(=O)NCc2ccccc2Cl)nc(=O)[nH]1 | -2.3% | -4.5% | 9.7%
COc1ccc2c(C)cc(SCn3nnc4ccccc4c3=O)nc2c1 | -2.8% | -49.6% | -27.7%
O=C(NCc1cccnc1)c1cnc2ccccc2n1 | -3.8% | -20.8% | 5.4%
COc1cccc(CNC(=O)c2cccc(NC(=O)c3nsc4ccccc34)c2)c1 | -11.0% | 20.6µM* | ?
O=C(Nc1ccccc1C(=O)NCCCN1CCOCC1)c1ccc(F)cc1 | -26.3% | 1.0% | -1.8%
Cc1nc(SCCOc2ccc(Cl)cc2)[nH]c(=O)c1Cc1ccccc1 | 4.0% | ? | ?
Cc1cc(C)n(-c2nc3c(c(=O)[nH]c(=O)n3C)n2CC(O)COc2ccc(Cl)cc2Cl)n1 (centres undefined) | -3.0% | 5.8µM* | 6.51µM*
CC(C)c1ccc(C(=O)CN2C(=O)NC3(CCc4ccccc43)C2=O)cc1 (centres undefined) | -10.1% | 20.6µM* | ?
COc1ccc(NC(=O)CN2C(=O)COc3ccc(S(=O)(=O)N4CCCCC4)cc32)cc1Cl | -5.5% | 14.6µM* | ?
Cc1noc(C)c1-c1nccc(N2CCNCC2)n1 | -6.0% | 2.3% | -4.5%
CCCCCC(=O)N1C[C@@H](n2cc(C3CC3)nn2)[C@H](O)C[C@@H]1c1ccc(OC)cc1 | . | ? | ?
S=C(Nc1ccccc1Oc1ccccc1)NC1CCCC1 | -0.4% | 18.4µM* | ?

A few values from the entries so far:
Reading for COc1ccc(NC(=O)CN2C(=O)COc3ccc(S(=O)(=O)N4CCCCC4)cc32)cc1Cl under GCN5L2 inh: -5.5%
Reading for S=C(Nc1ccccc1Oc1ccccc1)NC1CCCC1 under TDP1 cell noCPT: 18.4µM*
Reading for Cc1noc(C)c1-c1nccc(N2CCNCC2)n1 under TDP1 cell CPT: -4.5%

(listing goes on)
Molecule | GCN5L2 inh | TDP1 cell noCPT | TDP1 cell CPT
CCC(=O)N=c1sc2c(C)cc(C)cc2n1CC(=O)OC | ? | ? | -18.0%
Cc1cc(Br)cc(C)c1NC(=O)c1sc2ncn(Cc3cccc(F)c3)c(=O)c2c1C | 3.8% | 18.4µM* | 16.4µM*
CCOC(=O)c1ccc(NC(=S)NN2CCN(C)CC2)cc1 | -5.2% | 15.3% | -9.6%
COc1ccc(S(=O)(=O)N(CC(C)C)C2CCS(=O)(=O)C2)cc1OC (centres undefined) | -11.1% | -5.8% | -3.8%
O=C(C1CCCCC1)N1CCC(c2nc3c(nnn3Cc3ccccc3Cl)c(=O)[nH]2)CC1 | . | 21.3% | -18.0%
O=[N+]([O-])c1cc(Cl)ccc1NCCc1ccccn1 | -3.1% | ? | -4.6%
O=C(COC(=O)CNC(=O)c1ccc(Cl)cc1)Nc1ccc(Cl)cn1 | -0.7% | -5.1% | -23.7%
O=c1c(-c2ccccc2)c(O)nc2ccccn12 | 1.1% | -3.1% | -6.7%
C=C(C)c1cccc(C(C)(C)NC(=O)N(C)C2CCN(C)CC2)c1 | -3.2% | -1.0% | 8.1%
O=C1CC(c2cccs2)CC(O)=C1C=NCCN1CCNCC1 (centres undefined) | -2.5% | -4.4% | -26.6%
CNCC(O)CN1CCN(c2ccccc2OC)CC1 (centres undefined) | -5.6% | -16.0% | -4.0%
O=[N+]([O-])c1ccc(N2CCOCC2)cc1NCCCO | 0.3% | ? | -28.2%
Cn1ncc2nc[nH]c(=O)c21 | -0.6% | -5.8% | -9.3%
CCNC(=O)N1c2ccc(OCC)cc2C(C)=CC1(C)C | -13.0% | 18.4µM* | ?
Cn1nc(C(F)(F)F)c(C(=O)Nc2ccc(F)cc2F)c1Sc1cccc(C(F)(F)F)c1 | -17.0% | ? | ?

Some of the compounds tested; count on the stated rates, not on these rows.
